CRFBP-R2 agonist: agonists of CRF-BP/CRF-R2 complex, primary screen, cell-based, HEK293, calcium dye fluorescence, uHTS | CRF-binding protein / CRF receptor 2 complex (human) | calcium dye fluorescence (FLIPR); percent of saturating CRF peptide response | activation, % at 13.2 µM | 350,000 compounds, 0.46% hits | AID 588473, 2011;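 active = activation of at least 50%, plus an integration ratio under a set limit after plate pattern correction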;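 note: plate controls were neutral control wells without compound for no effect and CRF at EC100 for full effect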
M5 PAM: human M5 muscarinic receptor positive allosteric modulators, primary screen, CHO-K1 cells, Fluo-8 calcium fluorescence. CHO-K1 hM5, ACh EC20 PAM; 0% = ACh EC20, 100% = ACh EC100. 360,000 compounds, 0.3% hits. activation, % at 3 µM. Muscarinic acetylcholine receptor M5 (Homo sapiens), P08912;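 active = activation above the run cutoff, the mean activation of all test compounds plus 3 SD, cut at about 18% in these data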
Target sequence (P08912 whole entry, looked up): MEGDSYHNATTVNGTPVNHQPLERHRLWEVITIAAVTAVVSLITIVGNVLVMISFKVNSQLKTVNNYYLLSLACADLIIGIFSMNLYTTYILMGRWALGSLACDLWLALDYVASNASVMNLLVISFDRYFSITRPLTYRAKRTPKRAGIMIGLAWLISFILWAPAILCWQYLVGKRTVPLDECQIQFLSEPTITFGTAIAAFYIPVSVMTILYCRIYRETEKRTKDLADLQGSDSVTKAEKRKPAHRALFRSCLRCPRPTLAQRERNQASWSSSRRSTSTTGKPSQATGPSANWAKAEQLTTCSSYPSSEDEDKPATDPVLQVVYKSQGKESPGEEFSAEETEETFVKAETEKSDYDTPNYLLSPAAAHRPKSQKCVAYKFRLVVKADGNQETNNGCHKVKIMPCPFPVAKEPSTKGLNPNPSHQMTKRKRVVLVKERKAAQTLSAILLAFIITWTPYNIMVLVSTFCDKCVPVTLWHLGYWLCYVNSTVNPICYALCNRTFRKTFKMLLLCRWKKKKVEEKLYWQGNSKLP
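system = human M5 receptor in CHO-K1 cells | compound = one concentration, 3 µM final (nominal) | schedule = Post-acetylcholine fluorescence recording 140 s | signal = Fluo-8 calcium dye fluorescence, kinetic read | benchmarks = low control EC20 acetylcholine (0%), high control EC100 acetylcholine (100%) | repeats = singlicate, one well per test compound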
CHRM5 agonist: human M5 muscarinic receptor agonists, primary screen, CHO-K1 cells, Fluo-8 calcium fluorescence; Muscarinic acetylcholine receptor M5 (Homo sapiens), P08912; CHO-K1 hM5 cells; 0% DMSO wells, 100% maximal acetylcholine response; activation, % at 3 µM; 360,000 compounds, 0.19% hits;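 active = activation above the run's mean over test compounds plus 3 SD, cut at about 23% in these data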;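 note: signal is peak over basal fluorescence ratio across the kinetic read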
CHRM4 antagonist: human M4 muscarinic receptor antagonists, primary screen, CHO cells, Fluo-8 calcium fluorescence; Muscarinic acetylcholine receptor M4 (Homo sapiens), P08173; CHO-hM4 cells, ACh EC80; inhibition, % at 3 µM; 360,000 compounds, 0.73% hits; AID 624125, 2012;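 active = inhibition above its plate's cutoff, the mean inhibition of sample wells plus 3 SD, cut at about 27% in these data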;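 note: 0% = acetylcholine EC80 with DMSO and 100% = DMSO without agonist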
CHRM4 PAM: human M4 muscarinic receptor positive allosteric modulators, primary screen, CHO-K1 cells, Fluo-8 calcium fluorescence; Muscarinic acetylcholine receptor M4 (Homo sapiens), P08173; CHO-K1 hM4/Gqi5, ACh EC20; 0% = ACh EC20, 100% = maximal ACh; activation, % at 3 µM; 360,000 compounds, 0.4% hits; AID 624126, 2012;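 active = activation above its plate's cutoff, the mean activation of sample wells plus 3 SD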; note: some results filed as inactive read as strong as hits
CRFBP-R2 block: antagonists of CRF-BP/CRF-R2 complex, primary screen, cell-based, HEK293, calcium dye fluorescence, uHTS | 350,000 compounds, 0.59% hits | CRF-induced calcium fluorescence | inhibition, % at 11.8 µM | AID 588475, 2011;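 active = inhibition of the ligand-induced calcium signal above about 50% at the single tested concentration, limit read from the data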
CHRM1 PAM: human M1 muscarinic receptor positive allosteric modulators, primary screen, CHO-K1 cells, Fluo-8 calcium fluorescence, 1536-well | Muscarinic acetylcholine receptor M1 (Homo sapiens), P11229 | CHO-K1 hM1, ACh EC20; 0% = ACh EC20, 100% = maximal ACh | AID 588819, 2011 | 360,000 compounds, 0.088% hits | activation, % at 3 µM; in the data active = activation above about 19%, passing the limit was not always enough
Target sequence (P11229 whole entry, looked up): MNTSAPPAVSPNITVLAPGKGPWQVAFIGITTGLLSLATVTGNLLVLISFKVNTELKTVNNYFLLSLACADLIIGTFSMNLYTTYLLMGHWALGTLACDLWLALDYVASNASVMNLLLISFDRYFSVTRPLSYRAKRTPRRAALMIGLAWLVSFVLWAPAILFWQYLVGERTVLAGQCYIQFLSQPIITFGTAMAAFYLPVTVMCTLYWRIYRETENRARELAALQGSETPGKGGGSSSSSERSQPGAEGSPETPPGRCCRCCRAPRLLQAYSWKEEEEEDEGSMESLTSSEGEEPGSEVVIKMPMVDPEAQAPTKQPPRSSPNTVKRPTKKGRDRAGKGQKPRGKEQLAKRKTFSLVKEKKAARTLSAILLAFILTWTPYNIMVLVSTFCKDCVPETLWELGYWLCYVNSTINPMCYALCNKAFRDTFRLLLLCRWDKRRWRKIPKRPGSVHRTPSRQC
M5 antag: human M5 muscarinic receptor antagonists, primary screen, CHO cells, Fluo-8 calcium fluorescence; Muscarinic acetylcholine receptor M5 (Homo sapiens), P08912; CHO-hM5 cells, ACh EC80; inhibition, % at 3 µM; 360,000 compounds, 0.59% hits;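 active = inhibition above a per-plate cutoff, the mean of that plate's test compounds plus 3 SD, cut at about 27% in these data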;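 note: 0% = acetylcholine EC80 with DMSO and 100% = DMSO without agonist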
M4 ag: human M4 muscarinic receptor agonists, primary screen, CHO-K1 cells, Fluo-8 calcium fluorescence | Muscarinic acetylcholine receptor M4 (Homo sapiens), P08173 | CHO-K1 hM4/Gqi5; vehicle 0%, full acetylcholine response 100% | activation, % at 3 µM | 360,000 compounds, 0.14% hits;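 active = activation above the run mean over all test wells plus 3 SD, cut at about 32% in these data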;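 note: peak over basal fluorescence ratio per well then scaled between controls; 0% = DMSO wells and 100% = acetylcholine at EC100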
* hit, by the source's call; · = no result given. An unsorted share of the library, and some 2.6% of all compounds hit somewhere here.

Values in the order – M5 PAM | CHRM4 PAM | M5 antag | CHRM1 PAM | CHRM4 antagonist | M4 ag | CHRM5 agonist | CRFBP-R2 agonist | CRFBP-R2 block
1. COc1ccc(-c2csc(NC(=O)CN3C(=O)NC4(CCCC4)C3=O)n2)cc1
 : 3 | 11 | 5 | 5 | -7 | 1 | 6 | 0.1 | -12
2. CC1(C)CC(CCNC(=O)c2ccc(-n3cnnn3)cc2)CC(C)(C)N1
 : 0 | 3 | -6 | 3 | 0 | 0 | 0 | -1.1 | 8
3. O=C(CN1CCOCC1)Nc1ccc(C2CCCCC2)cc1
 : 1 | -11 | 4 | 4 | 11 | 1 | 2 | 1.1 | -19
4. CCc1ccc(NC(=O)CCNC(=O)Cn2ccc3ccccc3c2=O)cc1
 : -2 | 8 | 23 | 1 | -3 | 2 | -3 | -0.7 | 2
5. O=C(COC(=O)C1C2CC3OC(=O)C1C3C2)Nc1ccc(Br)cc1 (stereo not given)
 : 4 | 2 | -6 | 10 | -8 | 3 | -2 | 1.1 | 4
6. O=C(NCC(c1ccco1)N1CCc2ccccc2C1)C(=O)Nc1cc(F)ccc1F (stereo not given)
 : -7 | 2 | 2 | -1 | 8 | 6 | 3 | 0.4 | 9
7. O=c1[nH]c2cc3c(cc2cc1C(c1nnnn1Cc1ccccc1)N1CCCCCC1)OCCO3 (stereo not given)
 : -4 | 1 | 6 | 4 | -5 | 2 | 0 | 12 | -16
8. COCCCNCC(O)COc1ccccc1F (stereo not given)
 : 8 | 4 | 3 | 4 | 5 | 2 | -5 | -2.3 | -4
9. CCCCc1c(C)c(C#N)c2[nH]c3ccccc3n2c1=O
 : -4 | 6 | -1 | 5 | -2 | 2 | 1 | 9.9 | 2
10. COc1ccc(C=O)cc1COc1ccc2c(c1)OCO2
 : 3 | 0 | 4 | -4 | 3 | -1 | -5 | 1.3 | 10
11. COC(=O)c1ccc(NC(=O)CN2CCN(c3ccc(Cl)cc3)CC2)cc1
 : 4 | 11 | -2 | 13 | 6 | 1 | -2 | 3.9 | -13
12. Cc1ccc(C)c(S(=O)(=O)Nc2ccc3cn[nH]c3c2)c1
 : -4 | 0 | 2 | 21 | -4 | 4 | 2 | 0.6 | -10
13. COc1cccc(-c2nc(CS(=O)(=O)CC(=O)N3CCCCC3)c(C)o2)c1
 : -4 | -2 | 1 | 1 | -9 | 1 | -5 | 1.2 | -4
14. CC1(C(=O)NS(=O)(=O)c2cccc(Cl)c2)CCN1C(=O)CCc1ccc(Cl)cc1Cl (stereo not given)
 : -3 | 3 | 4 | 13 | -1 | 0 | -1 | · | ·
15. NC(=O)c1ccc(Oc2cccc3cccnc23)c([N+](=O)[O-])c1
 : -3 | 2 | 0 | 0 | 5 | 1 | 1 | -0.3 | 11
16. Cc1ccc(OCC(=O)OCC(=O)N2c3ccccc3CC2C)cc1C (stereo not given)
 : 0 | 5 | 3 | 3 | 0 | 3 | 2 | -1.2 | 8
17. O=C1CN(S(=O)(=O)c2ccc([N+](=O)[O-])cc2)CC(=O)N1
 : 1 | 7 | -3 | 13 | 10 | 1 | -3 | -2.7 | 8
18. COc1ccc(NC(=O)CN(C)C(=O)C(Sc2ccccc2)c2ccccc2)cc1 (stereo not given)
 : -8 | -5 | 11 | 4 | 8 | 7 | -1 | 0.2 | 14
19. Cc1ccccc1CN1C(=O)[C@H]2Cc3c([nH]c4ccccc34)C(C)(C)N2C1=O
 : -3 | 4 | 13 | 5 | -8 | 11 | 4 | 5.3 | -16
20. O=C(Nc1c(-c2ccc(Cl)cc2)[nH][nH]c1=O)c1ccccn1
 : -2 | 7 | -5 | 4 | -10 | 1 | -1 | · | ·
21. O=C(COC(=O)CCS(=O)(=O)c1ccccc1)NC(=O)c1ccc(OC(F)F)cc1
 : 1 | 0 | 1 | 0 | 0 | 1 | 4 | -0.1 | 0
22. COc1ccc(C2C(C(=O)c3ccco3)=C(O)C(=O)N2c2nnc(C)s2)cc1OC (stereo not given)
 : -6 | 9 | 9 | 5 | -6 | 2 | -2 | 19 | 7
23. O=C(CSc1nnc(CNC(=O)c2ccccc2F)o1)c1ccccc1
 : -6 | -4 | 0 | 9 | -2 | 2 | -1 | -0.4 | -4
24. NS(=O)(=O)c1cccc(NC(=O)CSc2nc3ccc(Cl)cc3[nH]2)c1
 : 1 | -5 | -1 | 6 | 23 | 2 | -1 | -0.6 | 10
25. Cc1cccc(NC(=O)/C(=C\c2ccco2)NC(=O)c2cccs2)c1
 : -3 | 1 | 0 | 1 | 7 | 0 | 1 | 0.9 | -9
26. CCN(CC)C(=O)C1CCN(S(=O)(=O)c2c(C)noc2/C=C/c2cccc(C)c2)CC1
 : -2 | 0 | 2 | 4 | 3 | 4 | 0 | 0.7 | -3
27. CCCOc1ccc(CN2CCOCC2)cc1OC
 : 7 | 9 | -1 | 13 | 0 | 1 | 3 | 2.3 | 14
28. CN(C)c1cccc(C(=O)OCC(=O)N(Cc2ccccc2)C2CCS(=O)(=O)C2)c1 (stereo not given)
 : 1 | 5 | 3 | 4 | 3 | 4 | 2 | -1.6 | -2
29. COc1ccc(S(=O)(=O)N2CCN(C)CC2)cn1
 : 1 | -2 | 3 | -2 | -2 | 0 | 1 | -0.3 | 3
30. CSc1nc(N2CCOCC2)c2ccccc2n1
 : -2 | 0 | 4 | 1 | 5 | -1 | -1 | 0.8 | -7

Compounds above containing a nitro group on carbon:
Values in the order – M5 PAM | CHRM4 PAM | M5 antag | CHRM1 PAM | CHRM4 antagonist | M4 ag | CHRM5 agonist | CRFBP-R2 agonist | CRFBP-R2 block
15. NC(=O)c1ccc(Oc2cccc3cccnc23)c([N+](=O)[O-])c1
 : -3 | 2 | 0 | 0 | 5 | 1 | 1 | -0.3 | 11
17. O=C1CN(S(=O)(=O)c2ccc([N+](=O)[O-])cc2)CC(=O)N1
 : 1 | 7 | -3 | 13 | 10 | 1 | -3 | -2.7 | 8

The list goes on:
Values in the order – M5 PAM | CHRM4 PAM | M5 antag | CHRM1 PAM | CHRM4 antagonist | M4 ag | CHRM5 agonist | CRFBP-R2 agonist | CRFBP-R2 block
31. CC(C)C(NC(=O)c1ccccc1)C(=O)NC1=NCCS1 (stereo not given)
 : -3 | -1 | 0 | -2 | 1 | 0 | 2 | -2.2 | 11
32. COc1ccc([C@@H]2[C@@H]3C(=O)N(C(C)(C)C)C(=O)[C@@H]3[C@]3(CC(C)C)C(=O)N(c4ccc(C(F)(F)F)cc4)C(=O)N23)cc1
 : 1 | 16 | 4 | 15 | -2 | 5 | 5 | 2.9 | -13
33. Cc1ccc(NCc2n[nH]c(=S)n2-c2ccccc2)cc1
 : 2 | -2 | -7 | 8 | 6 | 1 | -3 | -1.0 | 10
34. CC(C)(C)C(=O)NC(=S)Nc1ccccc1C(N)=O
 : -5 | 6 | 5 | 5 | 13 | 1 | -2 | 0.5 | 12
35. Cc1nc2ccccn2c1C(=O)Nc1ccc2c(c1)OCCO2
 : -3 | -1 | 0 | 2 | 0 | 2 | -3 | -3.4 | -6
36. CC1(OC(=O)C2CCCC2)C(=O)C=C2C=C(c3ccsc3)N(Cc3ccco3)C=C2C1=O (stereo not given)
 : -1 | 0 | -6 | -31 | 3 | 4 | 1 | 1.8 | 11
37. Cc1ccc(S(=O)(=O)N2[C@@H](c3ccccc3F)C(C(=O)O)=CC[C@H]2c2ccc(Cl)cc2)cc1
 : 0 | 13 | 5 | 9 | -1 | 0 | -4 | 4.5 | 2
38. CC(C)Sc1nc2ccc(N3C(=O)C4CCCCC4C3=O)cc2s1 (stereo not given)
 : -3 | -6 | -4 | 5 | 3 | 1 | 0 | -2.3 | -48
39. Cc1c([N+](=O)[O-])c([N+](=O)[O-])nn1CC(=O)N1CCCCC1
 : 1 | 3 | -1 | 1 | 1 | 0 | -1 | -2.0 | 9
40. O=C(Nc1ccc2[nH]c(=O)[nH]c2c1)c1c(F)c(F)c(F)c(F)c1F
 : 4 | 0 | 2 | 13 | 3 | 0 | -3 | -4.1 | 30
41. O=C(NCc1ccccc1)C1=C[C@@H](c2coc3ccccc3c2=O)C[C@@H](OCCCCO)O1
 : -9 | -11 | 28* | -10 | 3 | 6 | -4 | -0.5 | -3
42. CC(=O)C1=C(C)N(Cc2ccccc2)C(=O)N[C@H]1c1cccc(C(F)(F)F)c1
 : -3 | 6 | 8 | 6 | 3 | 4 | 2 | -1.1 | 1
43. O=C(NCCN1CCCC(O)C1)c1cc(COc2ccc(F)cc2Cl)on1 (stereo not given)
 : 1 | 0 | -9 | 5 | 6 | 4 | -5 | 8.8 | -18
44. CCOc1ccc(N2C(=O)Nc3ccccc3C2(O)C(=O)NCc2ccc(OC)cc2)cc1 (stereo not given)
 : 1 | 4 | 4 | 8 | -11 | 0 | 7 | -0.1 | 15
45. CC(=O)NC1(c2cccc(F)c2)CCN(CC(=O)NC2CCCCC2)CC1
 : -10 | -2 | 8 | -7 | 3 | 0 | -9 | -0.7 | 11
46. Cc1ccc(C(C)C)c(OCCn2c(=O)oc3ccccc32)c1
 : -17 | -8 | 12 | -7 | 24 | -2 | -4 | 6.8 | 7
47. Cc1ccc(S(=O)(=O)NC(=O)N(CCC#N)Cc2ccccc2)cc1
 : -4 | 3 | 5 | 1 | 2 | 0 | -5 | -7.6 | 10
48. O=C(CSc1nc(-c2ccccc2)nc2ccccc12)Nc1nccs1
 : 4 | 4 | -2 | 4 | 3 | 2 | 3 | 0.6 | -20
49. Cc1nnc2n1N=C(c1ccccc1)CS2
 : 2 | 9 | -3 | 13 | -3 | 0 | -4 | -1.1 | 13
50. CN1CCN(/N=C/c2ccc(-c3ccc([N+](=O)[O-])cc3)o2)CC1
 : 1 | -6 | -3 | 4 | 1 | 3 | 10 | 21 | -35
51. Cc1nc(NC(=O)/C=C/c2ccccc2)sc1C(=O)Nc1ccccc1Cl
 : -3 | 8 | -5 | 12 | -12 | 2 | -3 | -2.4 | -1
52. O=C(NCCNC(=O)c1ccc(Cl)cc1Cl)c1cnccn1
 : -8 | -8 | 14 | 5 | 21 | 0 | -3 | -0.8 | 7
53. Cc1cc(C)cc(OCCNC(=O)C(C)N2C(=O)c3ccccc3C2=O)c1 (stereo not given)
 : -1 | -1 | 11 | 5 | 9 | 1 | -2 | -1.2 | 16
54. O=C1/C(=C/c2ccc([N+](=O)[O-])cc2)C=C(c2ccccc2)N1c1ccc(O)cc1
 : 0 | 0 | 0 | 9 | -2 | 1 | 1 | 2.6 | 7
55. COc1ccc2nc(SCC(=O)Nc3ccccc3)[nH]c2c1
 : -10 | -3 | 7 | -3 | -1 | 3 | 2 | -1.3 | -8
56. Cc1cc(S(=O)(=O)NCC2CC2)c(Cl)cc1Cl
 : 2 | 2 | 2 | 4 | -2 | -1 | -8 | -0.5 | -6
57. O=C(Cn1cccc1)Nc1ccc(OC(F)(F)F)cc1
 : 15 | 17 | -11 | -4 | 18 | 1 | -1 | -1.1 | 1
